DENV2 CPE rescue – inhibitors of DENV2 cytopathic effect, primary screen, cell-based, plate reader, single concentration; CPE inhibition, % at 9.99 µM; DENV2-infected cells, cytopathic effect rescue; 350,000 compounds, 1.7% hits; in the data active means CPE inhibition above about 20%, passing the limit was not always enough; inconclusive means no clear call, values can overlap the other calls; tested in BHK-21 cells;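 further: 0% = median of neutral control wells and 100% = median of positive control wells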
E-sel inducer – E-selectin induction in HUVECs, primary screen, imaging, HUVEC, immunofluorescence imaging, single point. P16581. activation, % at 7.58 µM. normalized: neutral wells 0, TNF-alpha wells 100. AID 686992, 2013. 260,000 compounds, 0.37% hits;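 active means mean E-selectin-positive cell signal at least 10% of the positive control, reached in at least 60% of replicates, without over 20% cell loss; inconclusive means no rule given, readout overlaps actives, possibly toxicity-flagged; inactive means the rest, including those meeting only one limit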;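 further: in these data hits start at about 27%; measured in HUVEC primary endothelial cells; signal is the percent of cells scored E-selectin positive by PE staining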
Target sequence (P16581 whole entry, looked up): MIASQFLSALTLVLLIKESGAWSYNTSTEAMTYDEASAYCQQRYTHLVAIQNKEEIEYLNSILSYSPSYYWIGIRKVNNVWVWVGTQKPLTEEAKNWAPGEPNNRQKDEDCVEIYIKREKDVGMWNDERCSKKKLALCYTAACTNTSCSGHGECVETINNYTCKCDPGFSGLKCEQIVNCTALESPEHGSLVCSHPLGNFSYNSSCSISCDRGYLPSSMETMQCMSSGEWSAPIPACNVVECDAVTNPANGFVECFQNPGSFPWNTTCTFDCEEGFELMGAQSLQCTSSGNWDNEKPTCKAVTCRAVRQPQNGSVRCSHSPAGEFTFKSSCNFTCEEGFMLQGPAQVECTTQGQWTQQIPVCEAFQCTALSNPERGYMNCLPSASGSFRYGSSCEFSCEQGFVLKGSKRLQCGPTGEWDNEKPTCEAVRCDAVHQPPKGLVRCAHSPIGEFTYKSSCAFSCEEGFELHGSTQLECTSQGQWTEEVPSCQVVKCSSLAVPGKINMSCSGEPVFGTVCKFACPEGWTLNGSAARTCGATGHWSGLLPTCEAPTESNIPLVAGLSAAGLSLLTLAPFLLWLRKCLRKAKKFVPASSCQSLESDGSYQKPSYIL
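System: HUVEC, human umbilical vein endothelial cells; quantity: 3,000 cells/well; buffer or medium: EGM-2 medium, gelatin-coated wells; dosing: single-point compound dose; detection: immunofluorescence imaging; evaluation: % PE-positive cells; benchmarks: TNF-alpha, DMSO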
Statin myotox sup – suppressors of statin myotoxicity in C2C12 myotubes, primary screen, cell-based, single point, plate reader | C2C12 myotubes + simvastatin, ATP luminescence, 48 h; scaled: DMSO 0, geranylgeraniol control 100 | rescue of ATP level, % at 7.49 µM | 330,000 compounds, 0.78% hits;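 active means mean ATP rescue above about 67%, or every replicate alone reaching that limit, limit read from the data, passing the limit was not always enough; inconclusive means no clear call, values can overlap the other calls; inactive means mean under the limit and some replicate under it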;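 further: myotubes were challenged with 10 µM simvastatin during compound exposure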
PglD inh – C. jejuni PglD acetyltransferase inhibitors, primary screen, biochemical, DTNB colorimetric, single point. AID 602405, 2012. 360,000 compounds, 0.098% hits. purified PglD enzyme, DTNB colorimetric CoA detection. inhibition, % at 12.5 µM; in the data active means inhibition above about 16%, passing the limit was not always enough; inconclusive means no clear call, values can overlap the other calls; further: strong numbers were not always called active
S100A4 MyoIIA – inhibitors of S100A4-myosin IIA peptide binding, primary screen, biochemical, fluorescence polarization, TAMRA-MyoIIA peptide. AID 652163, 2013. 360,000 compounds, 0.14% hits. inhibition, % at 10.7 µM. Protein S100-A4 (Homo sapiens), P26447;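 active means mean inhibition of at least 70% across replicates, with every replicate also reaching that level; inconclusive means mean inhibition reaches 70% but some replicates fall short; inactive means mean inhibition below 70%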
Target sequence (P26447 whole entry, looked up): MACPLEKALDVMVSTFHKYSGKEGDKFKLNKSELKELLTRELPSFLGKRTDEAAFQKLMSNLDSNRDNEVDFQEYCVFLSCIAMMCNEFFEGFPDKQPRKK
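Material: S100A4 monomer protein / Buffer or medium: 50 mM HEPES pH 7.2, 10 mM CaCl2, 100 mM KCl / Times: 5 min incubation before reading / Benchmarks: neutral control DMSO, positive control TFP / Reagent: labelled myosin peptide probe, 5 nM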
ERp5 block – inhibitors of ERp5-driven insulin aggregation, primary screen, biochemical, turbidity, absorbance 650 nm, single point. Protein disulfide-isomerase A6 (Homo sapiens), Q15084. inhibition, % at 9.99 µM. 350,000 compounds, 0.05% hits. 90 min;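 active means mean replicate inhibition above about 25%, with every replicate also reaching it, limit read from the data, passing the limit was not always enough; inconclusive means only one of those two criteria met; inactive means neither criterion met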
SIRT5 block – SIRT5 desuccinylase inhibitors, primary screen, biochemical, fluorescence imaging, single point, set 5; Purified SirT5, succinyl-peptide AMC, trypsin-coupled fluorescence; inhibition, % at 15 µM; 330,000 compounds, 1.1% hits; AID 652115, 2013; in the data active means inhibition above about 15%; inconclusive means no clear call, values can overlap the other calls
Target sequence (Q9NXA8 whole entry, looked up): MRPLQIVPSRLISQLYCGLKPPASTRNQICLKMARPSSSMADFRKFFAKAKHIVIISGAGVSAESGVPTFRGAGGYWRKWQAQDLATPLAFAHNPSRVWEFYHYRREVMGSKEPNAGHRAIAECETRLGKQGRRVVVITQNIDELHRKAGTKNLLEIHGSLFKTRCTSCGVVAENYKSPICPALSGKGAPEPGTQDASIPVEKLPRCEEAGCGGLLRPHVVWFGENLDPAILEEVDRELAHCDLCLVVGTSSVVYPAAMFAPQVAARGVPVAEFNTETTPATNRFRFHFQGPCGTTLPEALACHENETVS
An asterisk follows results filed as active; u = inconclusive; x = not tested or not shown; & = joins results of further samples. Not all compounds are listed, so the mix of outcomes need not match the whole.

SMILES	DENV2 CPE rescue	E-sel inducer	Statin myotox sup	PglD inh	S100A4 MyoIIA	ERp5 block	SIRT5 block
CN(CC(=O)NC1CC(C)(C)NC(C)(C)C1)S(=O)(=O)c1ccc(Br)cc1	12	-0.1	0	3	-1	0	-3
C[C@@H]1CN([C@H](C)CO)C(=O)c2cc(/C=C/c3ccccc3)cnc2O[C@H]1CN(C)Cc1cccnc1	-7	0.3	21	-5	8	-5	-7
O=C(c1ccc2c(c1)OCO2)c1ccc[nH]1	0	-0.1	x	x	0	-5	x
COCC(=O)N1[C@@H](CO)[C@@H]2c3ccccc3N(C(=O)c3ccccc3F)C[C@@H]21	-5	-0.1	21	-1	-2	-3	8
C[C@H](CO)N1C[C@H](C)[C@H](CN(C)S(=O)(=O)c2cccs2)Oc2ccc(NS(=O)(=O)c3ccc(F)cc3)cc2CC1=O	-12	0.1	7	1	-4	10	3
NS(=O)(=O)c1ccc(CCNC(=O)c2cnc(Cl)c(Cl)c2)cc1	0	x	-9	-3	-5	-4	0
Cc1ccc(N2C(=N)SCC2=O)cc1Cl	x	-1.0	-39	0	x	x	x
C=CCC[C@H](Cc1ccc(F)cc1)C(=O)OC[C@H](C)NC(=O)[C@H](CC=C)CC(=O)NCCO	-2	0.1	7	4	0	3	-7
N#Cc1cccc(-c2ccc([C@H]3[C@@H](CO)N4CCCCN(C(=O)Nc5ccc(F)cc5)C[C@@H]34)cc2)c1	0	-0.6	x	-3	-1	-1	6
CCOc1ccc(S(=O)(=O)N2CCN(C(=O)c3cc([N+](=O)[O-])ccc3N3CCOCC3)CC2)cc1	3	8.7	14	0	0	-4	1
CCOC(=O)C1(C)CCCN1C(=O)c1cccc2ccccc12 (configuration not stated)	6	-0.1	10	0	-2	1	0
CCOC(=O)C1=C(O)/C(=C/c2ccc(-c3ccccc3C(=O)O)o2)SC1=Nc1ccc(C)cc1	-4	x	7	-1	11	3	1
Cc1ccccc1CSc1nnc(C)c(=O)[nH]1	-2	0.0	5	1	3	-6	-1
COc1ccc(OC)c(CN2CCN(C(=O)[C@@H](NC(=O)c3cccc(C)c3)C(C)C)CC2)c1	13	x	1	-5	-1	10	1
Cc1ccc(-c2csc(N3CCC[C@@H]3C(=O)NCCn3c(-c4ccncc4)nc4ccccc43)n2)cc1	-9	0.0	0	1	-2	3	-3
O=C(C[C@@H]1C=C[C@H](NC(=O)c2ccncc2)[C@@H](CO)O1)NCC1CCCCC1	9	-0.2	-5	1	-14	-4	1
CO[C@@H]1CN(C)C(=O)c2cc(NS(=O)(=O)c3cccc(F)c3)ccc2OC[C@H](C)NC[C@@H]1C	4	-0.2	12	1	-8	1	-4
COCCn1c(=S)[nH]c2ccccc21	-5	x	x	x	-11	-3	1
CC(=O)C1=C(C)NC(=O)NC1c1ccc(Cl)cc1 (configuration not stated)	u	x	x	x	-4	0	0
O/N=C(\c1ccccc1)c1nccc2ccccc12	4	x	2	-3	-3	2	0
COc1cc(/C=C(\C#N)C(=O)Nc2ccc3c(c2)OCCO3)ccc1O	5	1.5	x	x	-1	u	7
CCOC(=O)c1ccc(/C=C2\c3ccccc3C(=O)N2c2ccccc2)cc1F	6	0.3	18	-2	-3	4	x
CC(=O)Nc1ccc(S(=O)(=O)N2CCN(S(=O)(=O)c3cccs3)CC2)cc1	-1	-0.3	-13	4	0	0	-1
O=C1CN(S(=O)(=O)c2ccccc2)C[C@@H]2[C@@H](c3ccc(C#CCc4ccccc4)cc3)[C@H](CO)N12	-9	0.9	x	x	-8	-7	6
C/C=C/c1ccc2c(c1)O[C@@H](CN(C)C(=O)CC1CC1)[C@H](C)CN([C@H](C)CO)S2(=O)=O	19	-0.6	-11	1	3	-4	2

Part of the list above in order of count of non-hydrogen atoms, lowest first.
SMILES	DENV2 CPE rescue	E-sel inducer	Statin myotox sup	PglD inh	S100A4 MyoIIA	ERp5 block	SIRT5 block
COCCn1c(=S)[nH]c2ccccc21	-5	x	x	x	-11	-3	1
Cc1ccccc1CSc1nnc(C)c(=O)[nH]1	-2	0.0	5	1	3	-6	-1
CC(=O)C1=C(C)NC(=O)NC1c1ccc(Cl)cc1 (configuration not stated)	u	x	x	x	-4	0	0
O/N=C(\c1ccccc1)c1nccc2ccccc12	4	x	2	-3	-3	2	0
NS(=O)(=O)c1ccc(CCNC(=O)c2cnc(Cl)c(Cl)c2)cc1	0	x	-9	-3	-5	-4	0
CN(CC(=O)NC1CC(C)(C)NC(C)(C)C1)S(=O)(=O)c1ccc(Br)cc1	12	-0.1	0	3	-1	0	-3
CC(=O)Nc1ccc(S(=O)(=O)N2CCN(S(=O)(=O)c3cccs3)CC2)cc1	-1	-0.3	-13	4	0	0	-1
COCC(=O)N1[C@@H](CO)[C@@H]2c3ccccc3N(C(=O)c3ccccc3F)C[C@@H]21	-5	-0.1	21	-1	-2	-3	8
CCOC(=O)c1ccc(/C=C2\c3ccccc3C(=O)N2c2ccccc2)cc1F	6	0.3	18	-2	-3	4	x
CO[C@@H]1CN(C)C(=O)c2cc(NS(=O)(=O)c3cccc(F)c3)ccc2OC[C@H](C)NC[C@@H]1C	4	-0.2	12	1	-8	1	-4
CCOc1ccc(S(=O)(=O)N2CCN(C(=O)c3cc([N+](=O)[O-])ccc3N3CCOCC3)CC2)cc1	3	8.7	14	0	0	-4	1
N#Cc1cccc(-c2ccc([C@H]3[C@@H](CO)N4CCCCN(C(=O)Nc5ccc(F)cc5)C[C@@H]34)cc2)c1	0	-0.6	x	-3	-1	-1	6
Cc1ccc(-c2csc(N3CCC[C@@H]3C(=O)NCCn3c(-c4ccncc4)nc4ccccc43)n2)cc1	-9	0.0	0	1	-2	3	-3

Carrying on:
SMILES	DENV2 CPE rescue	E-sel inducer	Statin myotox sup	PglD inh	S100A4 MyoIIA	ERp5 block	SIRT5 block
CC1(C)C(=O)N(c2ccccc2)C1c1ccccc1O (configuration not stated)	-1	0.2	6	4	2	4	-5
Cc1cc(C(=O)N2CCN(c3cc(Cl)ccc3C)CC2)on1	-1	0.0	-11	1	-2	1	-2
Cn1cccc1CC(=O)NNC(=O)Nc1ccccc1F	2	x	7	1	-14	6	-2
CC(C)CC#Cc1cnc2c(c1)C(=O)N([C@@H](C)CO)C[C@@H](C)[C@H](CN(C)C(=O)Cc1ccncc1)O2	7	0.4	25	3	-10	-4	-3
CC(=O)N1c2ccc(S(=O)(=O)N3CCC(C(=O)NCc4ccccc4)CC3)cc2CC1C (configuration not stated)	6	x	-8	1	6	-7	1
C[C@@H]1CN([C@@H](C)CO)C(=O)c2cc(C#CC3CC3)cnc2O[C@H]1CN(C)C(=O)c1ccccc1	2	0.1	-4	2	9	1	3
CN(CC(=O)Nc1cccc(F)c1)C(=O)c1cc(S(=O)(=O)N(C)C)ccc1N1CCCC1	12	-1.7	x	0	-3	1	-3
CCOc1ccc(S(=O)(=O)N2CCC(C(=O)NCc3cccnc3)CC2)cc1C	3	x	-15	3	-5	-2	-5
O=C(Nc1cc([N+](=O)[O-])ccc1N1CCCC1)c1cccs1	-5	-0.8	2	4	1	1	5
O=C(Cn1ncc2c([nH]c3ccccc32)c1=O)N1CCCCC1	17	x	x	x	2	-7	-4
COc1ccc(CC(=O)NNC(=O)CN(C)S(=O)(=O)c2ccc(Cl)cc2)cc1OC	-2	0.0	7	3	-4	3	-8
COc1ccccc1-c1cn(CC[C@H]2CC[C@@H](NC(=O)C3CC3)[C@H](CO)O2)nn1	-5	-0.1	1	2	5	2	0
CCCCCCCCCCCCCCCCn1cc[n+](C)c1	-21	x	x	x	-1	14	7
COc1cnc(-c2ccccc2)nc1Sc1ccccc1	5	-1.0	x	-2	-4	3	0
CC(C)NC(=O)N1[C@H](CO)[C@H](c2ccc(C#CC3CC3)cc2)[C@@H]1C#N	17	0.1	-3	2	9	1	0
CC(C)NC(=O)N(C)C[C@H]1OCCCC[C@@H](C)Oc2ccc(N(C)C)cc2C(=O)N([C@@H](C)CO)C[C@@H]1C	0	-0.1	x	0	3	0	-1
O=C(NC1CC1)c1ccc2sc([C@@H]3O[C@H](CO)[C@H](O)[C@H](O)[C@H]3O)nc2c1	19	0.1	-3	5	-2	5	x
O=Cc1c(Cl)nc2ccccn2c1=O	2	2.2	x	x	-6	-2	-1
O=C(C[n+]1ccn(-c2ccccc2)c1)c1ccc([N+](=O)[O-])cc1	7	0.0	0	-5	4	-9	-4
COc1ccc(CN(C)C[C@@H]2OCCCC[C@H](C)Oc3ccc(NS(=O)(=O)c4ccc(Cl)cc4)cc3C(=O)N([C@@H](C)CO)C[C@H]2C)cc1	31*	x	x	-2	-3	0	7
COc1ccc(C(=O)NCC(c2cccs2)N2CCc3ccccc32)c(OC)c1 (configuration not stated)	5	3.8	19	0	-1	-1	0
OCCSc1nc(N2CCOCC2)nc(N2CCOCC2)n1	-2	0.0	x	x	4	-6	-5
Cn1c2c(c(=O)n(C)c1=O)NC1(N2)C(=O)Nc2ccccc21 (configuration not stated)	5	x	-6	6	-9	7	0
COc1cc2c(cc1OC)CN(C(=O)CN1CCN(S(=O)(=O)c3ccccc3)CC1)CC2	5	x	24	2	-6	3	-3
O=C(CC12CC3CC(CC(Br)(C3)C1)C2)OCCN1CCCCC1	8	x	x	x	-8	-1	-1

Going on with the list.
SMILES	DENV2 CPE rescue	E-sel inducer	Statin myotox sup	PglD inh	S100A4 MyoIIA	ERp5 block	SIRT5 block
Cc1c(N=C2Nc3cccc4cccc2c34)c(=O)n(-c2ccccc2)n1C	-6&-1	0.0	3&-13	-7&8	-1&-4	-5&4	6
CCCCCCSc1ccc([C@H]2N[C@@](Cc3ccccc3)(C(=O)OC)[C@H]3C(=O)N(C)C(=O)[C@@H]23)cc1OC	-1	-0.2	-16	0	-1	7	-2
Cc1ccc(C)c(N2CCN(C(=O)C3CCCN(S(=O)(=O)c4c(C)noc4C)C3)CC2)c1 (configuration not stated)	1	0.8	-14	0	-13	3	0
C[C@H]1CN([C@@H](C)CO)C(=O)c2cc(/C=C/c3ccccc3)cnc2O[C@@H]1CN(C)C(=O)c1cnccn1	3	1.8	-10	0	-10	0	6
C[C@@H]1CN([C@@H](C)CO)C(=O)c2cc(NC(=O)NC3CCCCC3)ccc2O[C@@H]1CN(C)Cc1ccncc1	5	-0.1	-21	-1	6	-3	-3
COC(=O)c1cc(N2C(=O)C3C4C=CC(CC4)C3C2=O)ccc1Cl (configuration not stated)	6	0.0	-2	5	-28	4	-2
Cc1cc(=O)oc2cc(OCC(=O)N3CC[C@@]4(O)CCCC[C@H]4C3)c(Cl)cc12	-10	x	4	-1	-3	-2	1
C=C1CCC[C@]2(C)C[C@H]3OC(=O)C(CNCCN(C)C)[C@H]3CC12 (some centres not stated)	-6	x	24	-12	-4	3	-3
O=C(Nc1ccc(F)cc1)N[C@H]1CC[C@@H](CCNC(=O)c2cc(Cl)cc(Cl)c2)O[C@H]1CO	4	0.2	3	-2	13	0	2
C[C@H](CO)N1C[C@H](C)[C@@H](CN(C)Cc2ccc(Oc3ccccc3)cc2)Oc2ccc(NS(=O)(=O)c3cn(C)cn3)cc2CC1=O	-17	0.1	-1	1	-3	-4	7

3 entries from above, arranged by the value under SIRT5 block, largest number first.
| compound | SIRT5 block |
| --- | --- |
| Cc1cc(=O)oc2cc(OCC(=O)N3CC[C@@]4(O)CCCC[C@H]4C3)c(Cl)cc12 | 1 |
| COC(=O)c1cc(N2C(=O)C3C4C=CC(CC4)C3C2=O)ccc1Cl (configuration not stated) | -2 |
| C[C@@H]1CN([C@@H](C)CO)C(=O)c2cc(NC(=O)NC3CCCCC3)ccc2O[C@@H]1CN(C)Cc1ccncc1 | -3 |

Bioassay records as filed in PubChem BioAssay.
